Screening data: PubChem, Johns Hopkins Ion Channel Center
CHT inh: human CHT choline transport inhibition; Q9GZV3; CHT-expressing cells, membrane potential dye, choline response; active compounds read low; B-score at 10 µM; 310,000 tested, 0.86% active; AID 488975;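 active means B-score over 3 SD under the library average, and starting fluorescence ratio not unusually high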;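 further: choline stimulus applied at its EC90 after an EC20 pre-addition; B-score computed on integrated fluorescence ratio after choline addition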
Target sequence (Q9GZV3 whole entry, looked up): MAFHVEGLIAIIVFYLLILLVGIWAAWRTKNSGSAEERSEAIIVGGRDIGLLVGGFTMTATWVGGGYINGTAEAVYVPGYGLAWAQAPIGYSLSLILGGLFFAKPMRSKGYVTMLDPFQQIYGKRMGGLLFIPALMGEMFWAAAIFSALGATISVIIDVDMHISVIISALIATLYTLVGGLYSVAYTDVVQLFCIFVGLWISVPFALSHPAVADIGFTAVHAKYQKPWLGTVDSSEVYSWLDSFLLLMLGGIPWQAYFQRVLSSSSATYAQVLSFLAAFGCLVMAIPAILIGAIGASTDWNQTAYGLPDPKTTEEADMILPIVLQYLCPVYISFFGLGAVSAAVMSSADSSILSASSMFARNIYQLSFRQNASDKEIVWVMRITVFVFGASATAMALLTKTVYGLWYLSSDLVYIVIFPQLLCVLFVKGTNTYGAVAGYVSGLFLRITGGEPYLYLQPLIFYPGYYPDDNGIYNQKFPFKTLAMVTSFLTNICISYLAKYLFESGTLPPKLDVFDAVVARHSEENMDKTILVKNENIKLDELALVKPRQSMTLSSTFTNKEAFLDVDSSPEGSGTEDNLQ
Kir21 block: Kir2.1 (mouse) channel inhibition | P35561 | HEK293-Kir2.1, FluxOR thallium flux fluorescence; active compounds read low | B-score at 10 µM | 310,000 tested, 0.85% active;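 active means fluorescence ratio B-score at or below minus 3 SD of library scores, with starting-brightness B-score within 2 SD, cut at about -4.2 in these data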;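 further: channel flux triggered by added potassium and thallium sulfate stimulus; B-score of peak minus minimum fluorescence over baseline after thallium stimulus; more negative B-score means stronger Kir2.1 block with less thallium influx; some compounds called inactive have numbers as strong as hits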
Target sequence (P35561 whole entry, looked up): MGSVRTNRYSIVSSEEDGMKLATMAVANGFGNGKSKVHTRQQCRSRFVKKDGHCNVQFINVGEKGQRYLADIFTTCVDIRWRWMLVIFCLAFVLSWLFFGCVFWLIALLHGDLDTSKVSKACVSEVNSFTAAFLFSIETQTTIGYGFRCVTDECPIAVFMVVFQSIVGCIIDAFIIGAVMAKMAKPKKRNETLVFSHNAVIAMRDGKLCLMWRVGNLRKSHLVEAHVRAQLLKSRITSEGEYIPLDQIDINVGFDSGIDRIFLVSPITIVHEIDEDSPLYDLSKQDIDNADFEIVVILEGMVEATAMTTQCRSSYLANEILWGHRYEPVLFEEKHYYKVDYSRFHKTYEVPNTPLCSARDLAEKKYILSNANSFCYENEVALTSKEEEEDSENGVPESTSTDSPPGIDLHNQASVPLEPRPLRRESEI
* marks the source's active call; other numbers are inactive results; i = inactive; / = no result given; & = joins results of further samples.

SMILES | CHT inh | Kir21 block
N#CC1=C(S)N(c2ccc(F)cc2)C(c2ccco2)NC1=O (stereo not given) | i | 0.75
COC(=O)c1sccc1NC(=O)CC1C(=O)NCCN1C(=O)Nc1ccc(F)cc1F (stereo not given) | i | -1.5
COc1cc2c(cc1OC)CN(Cc1cc(=O)oc3cc(C)c(Cl)cc13)CC2 | i | 1.6
O=C(c1ccccc1)c1ccc(OCCCN2CCCC2)cc1 | i | -0.03
COc1ccc2nc(NC(=O)C3CCN(S(=O)(=O)c4cnc[nH]4)CC3)sc2c1 | i | 1.2
Cc1ccc(C2CN(CCC(N)=O)C(=O)CO2)cc1 (stereo not given) | i | /
COc1cc(CCCN2C(=O)C(=O)NC[C@@H]2CCCCN)cc(OC)c1OC | i | -0.85
CC(C)N(Cc1ccccc1)C(=O)CN1C(=O)COc2ccc(S(=O)(=O)NC3CCCC3)cc21 | i | 0.72
Cc1ccc(OCC(=O)N(Cc2cccs2)C2CCS(=O)(=O)C2)cc1 (stereo not given) | i | -1.9
COc1cc(/C=N/NC(=O)[C@H](Cc2c[nH]c3ccccc23)NC(=O)OCC(C)C)cc([N+](=O)[O-])c1O | i | 0.26

Arranged by molecular weight (low to high): some entries from above
SMILES | CHT inh | Kir21 block
Cc1ccc(C2CN(CCC(N)=O)C(=O)CO2)cc1 (stereo not given) | i | /
Cc1ccc(OCC(=O)N(Cc2cccs2)C2CCS(=O)(=O)C2)cc1 (stereo not given) | i | -1.9
COc1cc2c(cc1OC)CN(Cc1cc(=O)oc3cc(C)c(Cl)cc13)CC2 | i | 1.6
COc1ccc2nc(NC(=O)C3CCN(S(=O)(=O)c4cnc[nH]4)CC3)sc2c1 | i | 1.2
COc1cc(/C=N/NC(=O)[C@H](Cc2c[nH]c3ccccc23)NC(=O)OCC(C)C)cc([N+](=O)[O-])c1O | i | 0.26

The listing continues.
SMILES | CHT inh | Kir21 block
CC(=O)c1c(C)[nH]c(C(=O)N(CCc2ccccc2)Cc2ccccc2)c1C | i | 0.42
CC1(C)CC(=O)c2sc(NC(=O)CN3C(=O)CCC3=O)nc2C1 | i | -1.5
CC1CCN(CCC(=O)N2CCCc3c2c(=O)oc2ccc(O)cc32)CC1 | i | -1.7
COc1cccc(NC(=O)CCC2CCN(C(=O)c3sccc3C)CC2)c1 | i | -0.07
COc1ccc(C(=O)Nc2nnc(S(=O)(=O)N(C)Cc3ccc(F)cc3)s2)cc1OC | i | -0.96
COc1ccc(-n2ncc3c(NCc4ccco4)ncnc32)cc1 | i | 0.27
COc1ccc(NC(=S)N2CCC(NC(=O)c3ccc(F)cc3)CC2)cc1 | i | 0.48
CCOc1ccc(C(=O)NC(=S)Nc2ccc(NC(=O)c3ccco3)c(C)c2)cc1[N+](=O)[O-] | i | 2.1
NC(=O)c1c(-c2ccc(Cl)cc2Cl)csc1NC(=O)Cc1ccccc1 | i | 3.7
CCOc1ccc(-c2cccc(NC(=O)c3ccc(Br)o3)c2)nn1 | i | 2
O=C(Nc1nnc(CCc2ccccc2)s1)c1cccc(F)c1 | i | -0.13
COc1cc(CCCN2C(=S)NC[C@@H]2Cc2ccccc2)cc(OC)c1OC | i | 0.31
CS(=O)(=O)Nc1ccccc1C(=O)NCc1ccco1 | i | -0.5
O=C(O)C1C2CCC(C2)C1C(=O)NCCc1cccc(Cl)c1 (stereo not given) | i | -0.46
Cc1c(C(=O)O)cnc2cc(-c3ccc(Cl)cc3)nn12 | i | 0.31
CN1CCN(c2nc(-c3cccc([N+](=O)[O-])c3)nc3ccccc23)CC1 | i | -1.8
Cc1cc(C)n(S(=O)(=O)c2ccc(F)cc2)n1 | i | 0
CCCNC(=O)c1cccc(Cn2cc(Br)c([N+](=O)[O-])n2)c1 | i | -1.8
CC1CCC(NC(=O)COc2ccccc2C(N)=O)CC1 (stereo not given) | i | 0.01
O=C(NCCOCc1ccc(Cl)cc1)c1ncn[nH]1 | i | 0.01
COc1ccc(NC(=O)C(=O)NCC(c2ccco2)N2CCc3ccccc32)cc1 (stereo not given) | i | 1.1
CN1CCN(C(=O)c2ccccc2NC(=O)CCN2C(=O)c3ccccc3C2=O)CC1 | i | 0.08
O=S(=O)(NCC1CCCO1)c1cccc(S(=O)(=O)N2CCCC2)c1 (stereo not given) | i | 0.03
CCc1ccc(NC(=O)C2CCN(S(=O)(=O)c3ccc4c(c3)CC(C)N4C(C)=O)CC2)cc1 (stereo not given) | i | 0.01
CCCn1c(-c2ccccc2)cc(SC)c(C#N)c1=O | i | 0.03
CNS(=O)(=O)Cc1ccc2[nH]cc(CCN(C)C)c2c1 | i | 0.88&-1.1
COc1ccc(CCNC(=O)C(=O)N2CCCC2)cc1OC | i | 1.1
O=C(N/N=C/c1cccc([N+](=O)[O-])c1)C1COc2ccccc2O1 (stereo not given) | i | 2
CC(C)c1ccc(OCC(=O)N2CCN(c3ccccn3)CC2)c(Br)c1 | i | 0.51
CC(C)(C)NC(=O)N1CCn2cccc2C1c1ccccc1F (stereo not given) | i | -0.19
O=C(/C=C/c1ccco1)N/C(=C\c1ccco1)C(=O)NCCc1nc2ccccc2[nH]1 | i | -0.21
O=C1C2C(c3cccc(/C=C/c4ccccc4)c3)CC=CC2C(c2ccc(C(F)(F)F)cc2)N1Cc1ccccc1 (stereo not given) | i | 1.6
COc1cccc(NC(=O)N2CCCC(C(=O)NC3CCCCC3C)C2)c1 (stereo not given) | i | 0.53
Cc1ccc(OCc2cc(C(=O)N(C)CCc3ccccn3)no2)cc1C | i | 0.49
Cc1ccc(NS(=O)(=O)c2ccc3[nH]c(=O)oc3c2)c(C)c1 | i | 0.48
COc1ccc(Cl)cc1NC(=O)C1CC(=O)N(c2ccc(F)cc2)C1 (stereo not given) | i | -0.07
CCOC(=O)NC(=O)CN1C(=O)NC(C)(c2ccccc2)C1=O (stereo not given) | i | /
N#Cc1cc([N+](=O)[O-])ccc1N1CCCC1 | i | -1.1
O=C(CNC(=O)C1CCCCC1)OCn1nnc2ccccc2c1=O | i | -0.69
Cc1ccc(Cl)cc1N1CCN(C(=O)c2cc3c(=O)[nH]c4ccccc4c3n2C)CC1 | i | -0.01
Cc1ccc(Cl)cc1NC(=O)c1cc2ccccc2cc1O | i | -0.55
O=C(NC(=S)N1CCCCCC1)C1CC1 | i | 0.26
COc1ccc(CCNC(=O)c2sc3ccccc3c2Cl)cc1OC | i | 0.02
CCCCn1nnc(NC(=O)c2ccc(-c3ccccc3[N+](=O)[O-])o2)n1 | i | 0.03
O=C(COC(=O)c1ccncc1)NCCCc1ccccc1 | i | -0.83
O=C(COC(=O)C1CC(=O)N(Cc2ccccc2)C1)c1ccc(F)cc1 (stereo not given) | i | -0.11
Cc1c(C(=O)O)cccc1-n1c(C)cc(/C=N/NC(=O)c2cc3ccccc3o2)c1C | i | 0.93
Cn1nnnc1SCC(=O)Nc1ccccc1N1CCCCC1 | i | -3.2
Cc1cnc(C(=O)OCC(=O)c2cccc3ccccc23)cn1 | i | -0.15
CCOC(=O)C1C2C=CC3(CN(c4ccccc4CC)C(=O)C13)O2 (stereo not given) | i | -0.92

Additional entries follow.
SMILES | CHT inh | Kir21 block
O=C(NCc1nnc(SCC(=O)N2CCc3ccccc32)o1)c1cccs1 | i | -0.01
COc1ccc(C(=O)N2CCCC2)cc1 | i | -0.55
CC1(C)Cc2cccc(OCC(=O)NCCc3ccccc3)c2O1 | i | -2.4
Cn1cc(Cl)c(C(=O)Nc2nc3ccc([N+](=O)[O-])cc3s2)n1 | i | -0.31
Cc1c(C)n(C)c2ccc(C(=O)Nc3cccc4ccccc34)cc12 | i | -0.84
COc1ccc2[nH]c(C(=O)N/N=C/c3cc(OC)c(OC)c(OC)c3)cc2c1 | i | 0.23
CCOC(=O)[C@@H]1[C@H]2COc3ccccc3[C@@H]2N2C(=O)N(c3ccc(Cl)cc3)C(=O)[C@]12C | i | -1.5
O=C(CN1C(=O)COc2ccc(Cl)cc21)Nc1ccc2c(c1)OCCO2 | i | -1.6
O=C(NCCCN1CCCC1)c1ccc2c(c1)N(Cc1ccc(F)cc1)C(=O)c1ccccc1S2=O (stereo not given) | i | -0.03
Cc1nc([N+](=O)[O-])cn1CC(=O)c1ccc(F)cc1 | i | 1.6
COc1ccc(-c2cc3nc(C)cc(NCCO)n3n2)cc1 | i | -0.53
Cc1cc(NS(=O)(=O)c2ccc(NC(=O)c3cc(-c4ccccc4Cl)nc4ccccc34)cc2)no1 | i | 1.2
CCOC(=O)C(C)Oc1cc(Cl)c(C=O)cc1OC (stereo not given) | i | -0.93
COc1ccc(CC(=O)NNC(=O)c2cnccn2)cc1 | i | -0.53
Cc1ccc(-c2nn[nH]n2)cc1Cl | i | 0
COc1ccc(-c2cn[nH]c2-c2ccc(O)cc2O)cc1 | i | 0.41
C/C(=N/OC(=O)c1c(-c2c(F)cccc2Cl)noc1C)c1cnccn1 | i | 0.52
COc1ccc(-c2nc3ccccc3n2OC(C)C(=O)O)cc1 (stereo not given) | i | 0.13
CCc1ccc(-c2nnn(Cc3nn[nH]n3)n2)cc1 | i | 0.02
Cc1cc(NC(=O)C(C)C)ncc1NC(=O)c1ccco1 | i | 0.61
Fc1cccc(Cn2ccc(-c3ccc4c(c3)OCO4)n2)c1 | i | -0.68
O=C(O)C[C@]1(C(=O)Nc2ccc(F)cc2)CC(/C=C/c2ccccc2)=NO1 | i | 0.38
Cc1cc(C(=O)NNC(=O)COc2c(C)cc(Br)cc2C)n[nH]1 | i | 1.5
CCCCOC(=O)Cn1c(=O)n(CC(=O)OCCCC)c2ccccc21 | i | -6.1*
COc1cc(N(C)C)c([N+](=O)[O-])cc1C(=O)N1CCN(Cc2ccccc2)CC1 | i | -0.83
CCN(CC(=O)Nc1ccc2c(c1)OCCO2)C(=O)/C=C/c1ccc(OC)c(OC)c1 | i | -0.96
O=C1CC(SC(=Nc2ccccc2)Nc2ccccc2)C(=O)N1c1ccc(Cl)c(Cl)c1 (stereo not given) | i | 0.5
O=C(CC1C(=O)NCCN1Cc1cccc(F)c1)NC1CCCCC1 (stereo not given) | i | -1.2
COC(=O)CN(c1ccccc1OC)S(=O)(=O)c1ccccc1 | i | -0.04
CCC(C)n1cnc2c(c1=O)c1nc3ccccc3nc1n2Cc1ccc2c(c1)OCO2 (stereo not given) | / | -0.46
CC(C)CN1C(=O)NC(NC(=O)c2cccnc2)(C(F)(F)F)C1=O (stereo not given) | i | /
NC(=O)c1oc2ccccc2c1NC(=O)c1ccc(F)cc1 | i | -2.5
COc1cc(Cl)c(C)cc1NC(=O)CN1CCCCCC1 | i | -0.03
Cn1c(=O)[nH]c(=O)c2c1nc(SCCO)n2Cc1ccccc1Cl | i | -1.5
COc1ccccc1NC(=O)Cc1nnc(SCC(=O)NC2=NCCS2)n1C | i | 0.04
Cc1nc(SCC(=O)N2CCC(C(N)=O)CC2)n[nH]1 | i | 0.04
CCCSc1nc(C)c(CC(=O)O)c(=O)[nH]1 | i | 1.1
S=C(Nc1ccccc1)Nc1cc(Cl)ccc1Oc1ccccc1 | i | -1.3
Clc1cccc(CN2CCN(c3nc4nonc4nc3NC3CC3)CC2)c1 | i | 0.23
O=C(CCNS(=O)(=O)c1ccc(Br)s1)NC1CCCC1 | i | -0.14
C=CCn1c(SCC(=O)Nc2nc(C)cs2)nnc1C(NC(=O)c1ccccc1)C(C)C (stereo not given) | i | 1.7
CC(C)C[C@H](NC(=O)[C@H](Cc1ccccc1)n1c(=O)[nH]c2ccccc2c1=O)C(=O)N1CCC(C(=O)O)CC1 | i | -1
Cn1cc(-c2nnnn2-c2ccc(Cl)cc2)c(C(F)(F)F)n1 | i | 1.2
CN(CC(=O)Nc1ccc(Cl)c(C(F)(F)F)c1)C(=O)C1CC(=O)N(Cc2ccco2)C1 (stereo not given) | i | 0.62
O=C(COc1cc(Cl)ccc1Cl)Nc1nnc(C2CC2)s1 | i | 0.31
CCCCNC(=O)Cn1cnc2sc(C)c(S(=O)(=O)N3CCN(c4ncccn4)CC3)c2c1=O | i | -0.62
COC(=O)c1ccc(Sc2ccccc2NS(=O)(=O)c2ccc(OC)cc2)nc1 | i | 1.2
COc1ccc(OC)c(N/C(C)=C/C(=O)c2ccc(Br)cc2)c1 | i | -1.8
COC(=O)c1c(NC(=O)c2c(-c3ccccc3Cl)noc2C)sc2c1CCC2 | i | 2.3
CN(C)C(=O)CN1CCN(Cc2nc(CC3CC3)no2)CC1 | i | -1.7

Seven entries picked at random from those above, as already listed:
SMILES | CHT inh | Kir21 block
COC(=O)c1ccc(Sc2ccccc2NS(=O)(=O)c2ccc(OC)cc2)nc1 | i | 1.2
CC(C)C[C@H](NC(=O)[C@H](Cc1ccccc1)n1c(=O)[nH]c2ccccc2c1=O)C(=O)N1CCC(C(=O)O)CC1 | i | -1
COC(=O)c1c(NC(=O)c2c(-c3ccccc3Cl)noc2C)sc2c1CCC2 | i | 2.3
O=C(COc1cc(Cl)ccc1Cl)Nc1nnc(C2CC2)s1 | i | 0.31
CCCCNC(=O)Cn1cnc2sc(C)c(S(=O)(=O)N3CCN(c4ncccn4)CC3)c2c1=O | i | -0.62
CN(CC(=O)Nc1ccc(Cl)c(C(F)(F)F)c1)C(=O)C1CC(=O)N(Cc2ccco2)C1 (stereo not given) | i | 0.62
Cn1cc(-c2nnnn2-c2ccc(Cl)cc2)c(C(F)(F)F)n1 | i | 1.2

Other compounds:
SMILES | CHT inh | Kir21 block
CCCc1cc(C(=O)NC2CCCC2)no1 | i | -1.5
CCNC(=O)CSc1nnc(-c2ccccc2Br)n1-c1cccc(C(F)(F)F)c1 | i | -0.81
Cc1cc(NC(=O)COC(=O)CCNS(=O)(=O)c2cccc(C(F)(F)F)c2)no1 | i | 0.66
CC(C)(C)Cc1nnc(NC(=O)Cc2cccs2)s1 | i | -1.4

Rows are unselected. About 1.6% of those tested had a hit in this group.
